From PubChem
Mcl1-Noxa inh: disrupts binding of human Mcl-1 to Noxa peptide | Q07820 | TR-FRET Mcl-1/Noxa peptide binding, 2 h | inhibition, % at 21.7 µM | actives 1.5% (n = 220,000) | AID 1022;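 active means compounds that cut the protein-peptide binding signal by more than 50% relative to plate controls in a single-dose test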;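 further: His-tagged Mcl-1 with rhodamine Noxa BH3 peptide and terbium anti-His antibody; 0% = Mcl-1 plus Noxa peptide wells and 100% = peptide-only wells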
Target sequence (Q07820 whole entry, looked up): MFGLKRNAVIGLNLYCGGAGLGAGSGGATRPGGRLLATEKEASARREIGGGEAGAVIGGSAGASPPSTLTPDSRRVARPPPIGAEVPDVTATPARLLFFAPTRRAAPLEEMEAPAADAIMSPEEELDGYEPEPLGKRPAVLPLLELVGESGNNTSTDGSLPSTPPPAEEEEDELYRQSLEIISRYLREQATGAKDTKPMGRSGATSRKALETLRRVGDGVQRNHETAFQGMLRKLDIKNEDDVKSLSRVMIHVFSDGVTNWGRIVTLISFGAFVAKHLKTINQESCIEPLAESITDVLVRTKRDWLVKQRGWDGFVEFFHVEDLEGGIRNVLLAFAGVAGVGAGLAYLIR
Avidin fluor: compound fluoresces at 488/530 nm on avidin beads. AID 1775. compound fluorescence 488/530 nm, flow cytometry; active compounds read high. fluorescence (KMESF) at 10 µM. actives 0.38% (n = 220,000); in the data active means fluorescence above about 47; further: inactives centre near 10
Mcl1-Bid inh: disrupts binding of human Mcl-1 to Bid peptide. Q07820. TR-FRET Mcl-1/Bid-Dy647 peptide binding, 1536-well. inhibition, % at 21.7 µM. actives 0.97% (n = 220,000);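 active means compounds that cut the binding signal by more than half at the single screening dose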;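 further: His-tagged Mcl-1 with europium anti-His antibody binding Bid BH3 peptide; 0% = Mcl-1 plus peptide wells and 100% = peptide-only wells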
Pf gamet viab: kills late stage P. falciparum gametocytes. P. falciparum stage V gametocytes, ATP luminescence, 24 h. inhibition, % at 10.9 µM. actives 0.065% (n = 150,000);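 active means inhibition above the mean plus 3 SD of compounds within the control limits, set per campaign, cut at about 38% in these data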;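 further: 0% = DMSO wells and 100% = medium only without gametocytes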
The depositor's hits bear a star. This is a subset (hit frequency here may not be typical).

Screening CCOC(=O)c1c(C)n(C)c2ccc(OC)c(NC(=O)CCN3CCC(Cc4ccccc4)CC3)c12 returned Mcl1-Noxa inh 19, Avidin fluor 3, Mcl1-Bid inh -17 and Pf gamet viab 16.
Cc1ccc(F)cc1NC(=O)N1CCN(C2c3ccccc3-c3ccccc32)CC1 was read as Mcl1-Noxa inh -9, Avidin fluor 6, Mcl1-Bid inh -10 and Pf gamet viab -18.
`O=c1cc(COc2ncnc3ccccc23)nc2sccn12` gave Mcl1-Noxa inh 16, Avidin fluor 9, Mcl1-Bid inh 23 and Pf gamet viab -11.
`O/N=C/c1ccnc(SCc2ccc(Cl)cc2)n1` gave Mcl1-Noxa inh -8, Avidin fluor 7, Mcl1-Bid inh -2 and Pf gamet viab 2.
`O=c1[nH]c2cc(S(=O)(=O)CCO)ccc2o1` gave Mcl1-Noxa inh 22, Avidin fluor 3, Mcl1-Bid inh -6 and Pf gamet viab 19.
For Cc1ccc(C)c(N2CCN(C(=O)C3CCN(S(=O)(=O)c4c(C)noc4C)CC3)CC2)c1 the results were Mcl1-Noxa inh -15, Avidin fluor 9, Mcl1-Bid inh -56 and Pf gamet viab 1.
For O=C(CSCCS(=O)(=O)c1ccc(Cl)cc1)Nc1ccccc1 the results were Mcl1-Noxa inh -7, Avidin fluor 7, Mcl1-Bid inh -14 and Pf gamet viab 6.
For N/C(COc1ccc(Cl)cc1Cl)=N\O the results were Mcl1-Noxa inh -5, Avidin fluor 7, Mcl1-Bid inh 28 and Pf gamet viab -17.
Screening O=C(Nc1ccc(F)cc1)c1nc2c(nnn2Cc2cccc3ccccc23)c(=O)[nH]1 returned Mcl1-Noxa inh 15, Avidin fluor 5, Mcl1-Bid inh -47 and Pf gamet viab -9.
Screening COc1ccc(-c2ccc(OC)c([C@H]3[C@H]4C=CC[C@@H](C)[C@@H]4C(=O)N3Cc3ccccc3)c2)cc1C returned Mcl1-Noxa inh -15, Avidin fluor 8, Mcl1-Bid inh -21 and Pf gamet viab -2.
Screening Cc1cc(-c2onc(C)c2C(N)=O)no1 returned Mcl1-Noxa inh -11, Avidin fluor 5, Mcl1-Bid inh -2 and Pf gamet viab -2.
For CC(/C=C1\SC(=S)N(C(C(=O)O)c2ccccc2)C1=O)=C\c1ccccc1 (stereo unspecified) the results were Mcl1-Noxa inh 19, Avidin fluor 6, Mcl1-Bid inh 31 and Pf gamet viab 13.
`CC(C)(C)N=C1NN=C(c2ccc(Cl)cc2)CS1` gave Mcl1-Noxa inh 5, Avidin fluor 7, Mcl1-Bid inh -33 and Pf gamet viab 16.
For CCN(CC)CCN1C(=O)C(=O)/C(=C(/O)c2c(C)[nH]c(C(=O)OC)c2C)C1c1ccc(C)o1 (stereo unspecified) the results were Mcl1-Noxa inh 0, Avidin fluor 8, Mcl1-Bid inh -34 and Pf gamet viab 5.
Screening O=C(NC(=S)NN1CCCCC1c1cccnc1)c1ccc(Cl)cc1Cl (stereo unspecified) returned Mcl1-Noxa inh 1, Avidin fluor 6, Mcl1-Bid inh -39 and Pf gamet viab -4.
Screening CCOC(=O)c1ccc(Oc2cn[nH]c2-c2ccc(O)cc2O)cc1 returned Mcl1-Noxa inh 5, Avidin fluor 6, Mcl1-Bid inh -31 and Pf gamet viab -20.
Screening COc1cc(C(=O)Nc2nc3ccccc3[nH]2)ccc1OC(F)F returned Mcl1-Noxa inh -2, Avidin fluor 3, Mcl1-Bid inh -37 and Pf gamet viab -18.
S=C(Nc1ccccn1)NC1CCCCC1 was read as Mcl1-Noxa inh -7, Avidin fluor 7, Mcl1-Bid inh -59 and Pf gamet viab 10.
Cn1c2ccc(F)cc2c2ncn(CC3CCCO3)c(=O)c21 (stereo unspecified) was read as Mcl1-Noxa inh 13, Avidin fluor 9, Mcl1-Bid inh 10 and Pf gamet viab 3.
Screening N#C/C(=C\c1ccc(-c2ccccc2[N+](=O)[O-])o1)C(N)=O returned Mcl1-Noxa inh 20, Avidin fluor 6, Mcl1-Bid inh -12 and Pf gamet viab -4.
For C/C=C/C(=O)N1CC2(CC(c3cccc(NC(=O)CC(c4ccccc4)c4ccccc4)c3)=NO2)C[C@H]1C(N)=O (stereo partly specified) the results were Mcl1-Noxa inh 15, Avidin fluor 8, Mcl1-Bid inh -29 and Pf gamet viab -12.
Screening Cn1c(SCC(=O)NNC(=O)Nc2ccccc2)nnc1-c1ccccc1 returned Mcl1-Noxa inh 5, Avidin fluor 8, Mcl1-Bid inh -6 and Pf gamet viab 9.
For O=S(=O)(c1cccs1)N1CCN(c2ccc(O)cc2)CC1 the results were Mcl1-Noxa inh 21, Avidin fluor 8, Mcl1-Bid inh -2 and Pf gamet viab -28.
`O=C(CN1CCOCC1)N/N=C/c1ccc(-c2ccc(C(=O)O)cc2)o1` gave Mcl1-Noxa inh 15, Avidin fluor 10, Mcl1-Bid inh -7 and Pf gamet viab 8.
Cn1nccc1NS(=O)(=O)c1ccc(C(C)(C)C)cc1 was read as Mcl1-Noxa inh -1, Avidin fluor 6, Mcl1-Bid inh -13 and Pf gamet viab 5.
Screening O=C(CNC(=O)c1ccc(Cl)cc1)N/N=C/c1cccnc1 returned Mcl1-Noxa inh 0, Avidin fluor 8, Mcl1-Bid inh -49 and Pf gamet viab 22.
Screening O=C(Nc1cc(S(=O)(=O)N2CCOCC2)ccc1-n1cncn1)c1ccc(Cl)cc1 returned Mcl1-Noxa inh -6, Avidin fluor 6, Mcl1-Bid inh -30 and Pf gamet viab 19.
Screening CC(C)c1onc(C(=O)N2CCN(c3ccccc3)CC2)c1[N+](=O)[O-] returned Mcl1-Noxa inh -14, Avidin fluor 9, Mcl1-Bid inh -19 and Pf gamet viab 11.
Cc1onc(-c2ccccc2)c1-c1ccnn1C(=O)NC(C)C was read as Mcl1-Noxa inh 11, Avidin fluor 7, Mcl1-Bid inh -9 and Pf gamet viab -16.
`CC(C)Oc1cccc(C(=O)NC(=S)Nc2ccc(N3CCN(C)CC3)cc2)c1` gave Mcl1-Noxa inh -6, Avidin fluor 3, Mcl1-Bid inh -11 and Pf gamet viab -1.

Reprinted at random: two entries already listed
Screening Cn1c(SCC(=O)NNC(=O)Nc2ccccc2)nnc1-c1ccccc1 returned Mcl1-Noxa inh 5, Avidin fluor 8, Mcl1-Bid inh -6 and Pf gamet viab 9.
Screening CC(C)c1onc(C(=O)N2CCN(c3ccccc3)CC2)c1[N+](=O)[O-] returned Mcl1-Noxa inh -14, Avidin fluor 9, Mcl1-Bid inh -19 and Pf gamet viab 11.

Additional records follow:
C=C1CCN(C(C)C(=O)O)S(=O)(=O)c2ccccc21 (stereo unspecified) was read as Mcl1-Noxa inh 6, Avidin fluor 7, Mcl1-Bid inh -48 and Pf gamet viab -18.
Screening CC(C)C(NC(=O)c1ccc(F)cc1)C(=O)NCC1CCCO1 (stereo unspecified) returned Mcl1-Noxa inh 0, Avidin fluor 2, Mcl1-Bid inh -16 and Pf gamet viab 6.
For CCOc1c(Nc2ccccc2O)c(=O)c1=O the results were Mcl1-Noxa inh 14, Avidin fluor 4, Mcl1-Bid inh 2 and Pf gamet viab -15.
Cc1nc2c(=O)n(-c3cccc(C(F)(F)F)c3)nc(C)c2s1 was read as Mcl1-Noxa inh -4, Avidin fluor 5, Mcl1-Bid inh 7 and Pf gamet viab 8.
For COc1ccccc1/C=N/NC(=O)CNC(=O)c1ccccc1 the results were Mcl1-Noxa inh 8, Avidin fluor 3, Mcl1-Bid inh -2 and Pf gamet viab 4.
For N/C(=N\c1nc(CSc2ccccn2)cc(=O)[nH]1)Nc1ccc(Cl)cc1Cl the results were Mcl1-Noxa inh -30, Avidin fluor 9, Mcl1-Bid inh -50 and Pf gamet viab -19.
For Oc1cccc(NC(=S)N=Nc2c(O)[nH]c3ccc(Br)cc23)c1 the results were Mcl1-Noxa inh -11, Avidin fluor 4, Mcl1-Bid inh -205 and Pf gamet viab -4.
`CN(C)C(=O)C12CCC(C)(C(=O)C1Br)C2(C)C` (stereo unspecified) gave Mcl1-Noxa inh -8, Avidin fluor 11, Mcl1-Bid inh -7 and Pf gamet viab -8.
Screening N#Cc1c(-c2cccnc2)c2c([nH]c1=O)-c1ccccc1OC2 returned Mcl1-Noxa inh -7, Avidin fluor 7, Mcl1-Bid inh -15 and Pf gamet viab -6.
`Oc1ccc(-c2nnc(Nc3ccccc3)c3ccccc23)cc1` gave Mcl1-Noxa inh 16, Avidin fluor 9, Mcl1-Bid inh -51 and Pf gamet viab -8.
COCCNS(=O)(=O)c1ccc2c(c1)C(=NO)c1cc(S(=O)(=O)NCCOC)ccc1-2 was read as Mcl1-Noxa inh 14, Avidin fluor 7, Mcl1-Bid inh -39 and Pf gamet viab -31.
Screening Cc1cc(/C=N/NC(=O)c2ccncc2)c(C)n1-c1cccc(C(F)(F)F)c1 returned Mcl1-Noxa inh -1, Avidin fluor 8, Mcl1-Bid inh -153 and Pf gamet viab 18.
Screening CCCn1ncc(/C=N/O)c1C returned Mcl1-Noxa inh 5, Avidin fluor 8, Mcl1-Bid inh -6 and Pf gamet viab 4.
`CCOC(=O)[C@@H]1CCN(Cc2ccccc2)C[C@H]1c1ccccc1` gave Mcl1-Noxa inh 11, Avidin fluor 6, Mcl1-Bid inh -4 and Pf gamet viab -10.
For Cc1nc(SCC(=O)O)c(C#N)c2c1CCCC2 the results were Mcl1-Noxa inh 29, Avidin fluor 8, Mcl1-Bid inh 7 and Pf gamet viab 10.
For C/C(Cc1ccccc1)=N\NC(=O)CNC(=O)COc1cccc(C)c1 the results were Mcl1-Noxa inh -15, Avidin fluor 6, Mcl1-Bid inh -18 and Pf gamet viab 5.
`CN(Cc1ccccc1)c1c([N+](=O)[O-])c(=O)n(C)c2ccccc12` gave Mcl1-Noxa inh 7, Avidin fluor 5, Mcl1-Bid inh 6 and Pf gamet viab -34.
`Nc1nc(Nc2ccccc2F)nc(N2CCOCC2)c1[N+](=O)[O-]` gave Mcl1-Noxa inh 5, Avidin fluor 5, Mcl1-Bid inh -5 and Pf gamet viab -37.
For Cc1cc(C)nc(SCc2cn3c(C)cc(C)nc3n2)n1 the results were Mcl1-Noxa inh -15, Avidin fluor 4, Mcl1-Bid inh -71 and Pf gamet viab 6.
`O=C(Nc1nc2ccsc2c(=O)s1)C1CCC1` gave Mcl1-Noxa inh 15, Avidin fluor 7, Mcl1-Bid inh -32 and Pf gamet viab -12.
For c1cc(-n2nnc3cnccc32)ccn1 the results were Mcl1-Noxa inh -12, Avidin fluor 8, Mcl1-Bid inh -25 and Pf gamet viab -14.
Screening CCCc1nnc(SCC(=O)O)n1CC returned Mcl1-Noxa inh 5, Avidin fluor 7, Mcl1-Bid inh -2 and Pf gamet viab 8.
`COC(=O)CCCC1=CC2=C(c3ccccc3)C(=O)C(C)(OC(=O)C3CCCC3)C(=O)C2=CN1c1ccc(OC)cc1` (stereo unspecified) gave Mcl1-Noxa inh -22, Avidin fluor 9, Mcl1-Bid inh -60 and Pf gamet viab -10.
For O=C(N/N=C/c1cccc(Cl)c1)C(c1ccncc1)N1CCOCC1 (stereo unspecified) the results were Mcl1-Noxa inh 7, Avidin fluor 7, Mcl1-Bid inh -36 and Pf gamet viab -11.
O=C(CN(Cc1ccccc1)S(=O)(=O)c1ccc(Br)cc1)N/N=C/c1ccccc1C(=O)O was read as Mcl1-Noxa inh 10, Avidin fluor 6, Mcl1-Bid inh 2 and Pf gamet viab -2.
Screening C/C(=N/NC(=O)CN1CCN(Cc2ccccc2Cl)CC1)c1cccnc1 returned Mcl1-Noxa inh 11, Avidin fluor 7, Mcl1-Bid inh 0 and Pf gamet viab 6.
`CCOC(=O)/C(=N\Nc1ccccc1Cl)N1CC(C)OC(C)C1` (stereo unspecified) gave Mcl1-Noxa inh -5, Avidin fluor 9, Mcl1-Bid inh -39 and Pf gamet viab 8.

Structural class, the entries above containing an aryl thioether with sulfur outside any ring (6)
`O/N=C/c1ccnc(SCc2ccc(Cl)cc2)n1` gave Mcl1-Noxa inh -8, Avidin fluor 7, Mcl1-Bid inh -2 and Pf gamet viab 2.
Screening Cn1c(SCC(=O)NNC(=O)Nc2ccccc2)nnc1-c1ccccc1 returned Mcl1-Noxa inh 5, Avidin fluor 8, Mcl1-Bid inh -6 and Pf gamet viab 9.
For N/C(=N\c1nc(CSc2ccccn2)cc(=O)[nH]1)Nc1ccc(Cl)cc1Cl the results were Mcl1-Noxa inh -30, Avidin fluor 9, Mcl1-Bid inh -50 and Pf gamet viab -19.
For Cc1nc(SCC(=O)O)c(C#N)c2c1CCCC2 the results were Mcl1-Noxa inh 29, Avidin fluor 8, Mcl1-Bid inh 7 and Pf gamet viab 10.
For Cc1cc(C)nc(SCc2cn3c(C)cc(C)nc3n2)n1 the results were Mcl1-Noxa inh -15, Avidin fluor 4, Mcl1-Bid inh -71 and Pf gamet viab 6.
Screening CCCc1nnc(SCC(=O)O)n1CC returned Mcl1-Noxa inh 5, Avidin fluor 7, Mcl1-Bid inh -2 and Pf gamet viab 8.
